# Screening results from PubChem BioAssay.
# S2 tox = viability counter-screen for ATXN expression inhibitors; S2 cells (HEK-293 line with an ATXN2-luciferase reporter) viability, CellTiter-Fluor protease fluorescence, 24 h; Potency, µM (titrated, usually from 56.7 µM), usual class: cytotoxic; 400,000 tested, 0.49% active; AID 651635; further: potency means the concentration at half of the fitted maximal effect; nearly all actives have a fitted effect of over 40% in size
# Nrf2 activator = activates Nrf2 signaling; AID 624171; Potency, µM (doses to about 46.1 µM), inactives show at the top dose activation, hits mostly activators; 410,000 tested, 0.31% active; AREc32 ARE-luciferase reporter (MCF7-derived line), luminescence, 24 h; further: potency means the concentration at half of the fitted maximal effect; % of control where 0% means no effect; nearly all actives have a fitted effect of over 65% in size
#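 Nrf2 activation is followed as ARE-luciferase induction in the AREc32 line after one day of compound treatment; luminescence is read with Steady-Glo.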
# HepG2 tox = HepG2 cytotoxicity, counter-screen for TGF-b inhibitors; Potency, µM (top dose mostly 46.1 µM), inactives show at the highest dose activity change, negative = cytotoxicity, actives largely listed as cytotoxic; 410,000 tested, 0.76% active; HepG2 CAGA-GFP viability, ATP luminescence, 18 h; further: potency means the concentration at half of the fitted maximal effect; some results filed as inactive show a strong effect at the top dose
#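 CellTiter-Glo luminescence gave cytotoxicity after 18 hours at 37 degrees C. The cells were HepG2 CAGA-GFP in 1% FBS DMEM, stimulated with 500 pg/mL TGF-beta after compound addition. %Activity was normalised to no-cell wells (complete cell-killing) and DMSO (no toxicity), and curves were fitted and classified.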
# Nrf2 inh = inhibitors of Nrf2 signaling; A549 ARE-Fluc reporter, luciferase luminescence, 18-24 h; Potency, µM (top dose mostly 46 µM), inactives show top-dose activity change, negative = inhibition, hits mostly inhibitors; 360,000 tested, 2.1% active; AID 504444; further: potency means the concentration at half of the fitted maximal effect; on the % scale 0 is the no-effect control and ±100 the full control effect; nearly all actives have a fitted effect of over 60% in size
#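 In this cell-based qHTS, ARE-driven firefly luciferase in A549 cells reports Nrf2 activity; the luminescent signal after BugLite lysis is the measured value, with a prior CellTiter-Fluor read for cell health.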
# A549 viability = counter-screen for Nrf2 inhibitors: cytotoxicity in A549 cells. Potency, µM (doses to about 46 µM), for inactives: top-dose activity change, negative = cytotoxicity, usual class: inhibitors. A549 ARE-Fluc cells, CellTiter-Fluor viability, 18-24 h. 390,000 tested, 0.16% active; further: potency means the concentration at half of the fitted maximal effect; on the % scale 0 is the no-effect control and ±100 the full control effect
#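 Cytotoxicity counterscreen: CellTiter-Fluor fluorescence was measured in A549 ARE_Fluc cells after 18-24 h of compound exposure in a concentration series. The subsequent BugLite luminescent read reports ARE-luciferase activity.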
# ATXN2 expr inh = inhibitors of ATXN2 expression | AID 1745845 | 360,000 tested, 0.72% active | Potency, µM (highest dose often 57 µM), for inactives: at the top dose activity change, negative = inhibition, actives largely listed as inhibitors | HEK-293 ATXN2-luciferase reporter, luminescence, 24 h; further: potency means the concentration at half of the fitted maximal effect; on the % scale 0 is the no-effect control and ±100 the full control effect; nearly all actives have a fitted effect of over 55% in size
#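 qHTS (up to 57 uM final) was run with 24 h compound exposure of reporter cells at 37 °C. Each well was multiplexed: SteadyGlo luminescence measured ATXN2-luciferase expression after a fluorogenic Gly-Phe-AFC viability readout (25 uM final).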
# MCF10A rerep = induces DNA re-replication in MCF 10a normal breast cells | AID 624296 | 350,000 tested, 2.9% active | Potency, µM (series often up to 46.1 µM), for the others: at the top dose activity, positive = re-replication, actives largely listed as activators | MCF 10A DNA re-replication, Hoechst nuclear intensity, 48 h; further: potency means the concentration at half of the fitted maximal effect; % of control where 0% means no effect; nearly all actives have a fitted effect of over 50% in size
# IL-1B inflam inh = inflammasome signaling inhibition, IL-1 beta readout; activity change, % at 57.5 µM; 360,000 tested, 4.7% active; THP-1 LPS/ATP IL-1B secretion, AlphaLISA, 16 h; stronger effect = lower value; in the data active means activity change below about -50%; inconclusive means mostly about -30% to -49%; further: on the % scale 0 is the no-effect control and ±100 the full control effect
#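 Secreted IL-1B measured by AlphaLISA bead assay after 16 h compound exposure of THP-1 cells; compounds (final up to 57.5 uM) added 1 h before LPS (250 ng/mL) and ATP (1.25 mM) stimulation; lower signal means less secretion.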
# TGFb inhibitor = inhibitors of TGF-b signaling; HepG2 CAGA-GFP TGF-b/SMAD3 reporter, GFP fluorescence, 18 h; TGF-beta stimulated, 500 pg/mL final; 410,000 tested, 1.2% active; Potency, µM (top dose mostly 46.1 µM), for the others: top-dose activity, negative = inhibition, usual class: inhibitors; further: potency means the concentration at half of the fitted maximal effect; on the % scale 0 is the no-effect control and ±100 the full control effect; nearly all actives have a fitted effect of over 65% in size
#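 Cell-based qHTS in HEPG2 carrying a CAGA-GFP Smad reporter; compounds added before 500 pg/mL final TGF-beta, 18 h incubation at 37 degrees C, GFP fluorescence quantified per cell by imaging cytometry.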
# * = called active by the depositor; i = inactive; ? = inconclusive; · = no result given; & = joins results of further samples; [ ] = dose if it differs, or a comment. Unless noted, the call rests on the fitted dose curve; in most records, active means well fitted curve in the direction sought with a large enough effect; inconclusive means small, poorly fitted or top-dose-only effect, or another doubt; inactive means no such curve, though single readings can be large; an effect the other way counts as inactive or inconclusive.
SMILES,S2 tox,Nrf2 activator,HepG2 tox,Nrf2 inh,A549 viability,ATXN2 expr inh,MCF10A rerep,IL-1B inflam inh,TGFb inhibitor
Cc1c2cnn(CC(=O)N3CCC4(CC3)OCCO4)c(=O)c2c(C)n1Cc1ccccc1,i,-0.1%,-2%,-3%,-6%,10%,-3%,2,-15%
Cc1nnc(NC(=O)c2cccn(Cc3cccc(Cl)c3)c2=O)s1,i,-0.7%,-3%,·,-4%,-14%,·,·,-4%
Cc1nc2ccccc2c(=O)n1-c1ccc(C(=O)O)cc1,i,-0.6%,2%,3%,1%,-2%,2%,12,13%
O=C(c1cccc2ccccc12)C1CCCN(Cc2ccon2)C1 (centres undefined),i,-0.2%,2%,-1%,1%,-20%,6%,-4,-6%
CCCCCc1nc2ccccc2c(=O)n1-c1ccc(Cl)cc1[N+](=O)[O-],i,0.4%,7%,·,2%,-5%,-22%,9,?
Cc1nc2c(-c3ccc(F)cc3)c(C)nn2c(C)c1CCC(=O)N1CCC2(CC1)OCCO2,i,0.6%,-15%,?,·,2%,9%,-1,-10%
CC(=O)Nc1cc(C(=O)N2CCC3(CC2)OCCO3)ccc1Sc1ccc(C)cc1,i,-0.7%,2%,·,-2%,4%,-21%,0,-2%
O=c1cc(-c2ccc(O)cc2)oc2c(C3O[C@H](CO)[C@@H](O)[C@H](O)[C@H]3O)c(O)cc(O)c12 (some centres undefined),i,0.1%,5%,10%,-20%,-10%,-6%,11,6%
CCN1CCN(c2cn[nH]c(=O)c2Cl)CC1,i,1.1%,-1%,-4%,-2%,5%,-16%,-19,6%
CCOC(=O)c1c(C)n(Cc2ccco2)c2ccc(O)cc12,i,4.9%,-40%,-19%,1%,9%,3%,12,-5%

# A draw from above in order of SMILES length, lowest first.
SMILES,S2 tox,Nrf2 activator,HepG2 tox,Nrf2 inh,A549 viability,ATXN2 expr inh,MCF10A rerep,IL-1B inflam inh,TGFb inhibitor
CCOC(=O)c1c(C)n(Cc2ccco2)c2ccc(O)cc12,i,4.9%,-40%,-19%,1%,9%,3%,12,-5%
Cc1nnc(NC(=O)c2cccn(Cc3cccc(Cl)c3)c2=O)s1,i,-0.7%,-3%,·,-4%,-14%,·,·,-4%
CC(=O)Nc1cc(C(=O)N2CCC3(CC2)OCCO3)ccc1Sc1ccc(C)cc1,i,-0.7%,2%,·,-2%,4%,-21%,0,-2%

# (list continues)
SMILES,S2 tox,Nrf2 activator,HepG2 tox,Nrf2 inh,A549 viability,ATXN2 expr inh,MCF10A rerep,IL-1B inflam inh,TGFb inhibitor
COc1ccc(C(Nc2cccc([N+](=O)[O-])c2)P(=O)(OC(C)C)OC(C)C)cc1 (centres undefined),?,0.5%,-58%,-3%,3%,-38%,2%,-12,?
CCCNC(=O)C(Cc1ccc(C(F)(F)P(=O)(OCC)OCC)cc1)NC(=O)c1ccc(C#N)cc1 (centres undefined),i,0.0%,-46%,-8%,5%,2%,4%,-10,-29%
Oc1ccc(C2NCc3ccccc3-n3cccc32)cc1Cl (centres undefined),i,3.3%,-27%&0%,5%,-1%&1%,0%&-6%,?,-13&-4,27%&19%
Cc1c(C)c2ccc(OCC(=O)N3CCN(Cc4ccccc4)CC3)cc2oc1=O,i,0.2%,-22%,15%,7%,-6%,3%,5,-16%
O=C(C1CCC(=O)N1C1CCCCC1)N1CCC2(CC1)OCCO2 (centres undefined),i,0.0%,-2%,-1%,-5%,2%,-12%,0,-7%
CCC1(CC(C)c2ccccc2)C(=O)NC(=O)NC1=O (centres undefined),i,-0.6%,2%,-21%,2%,-5%,-24%,-1,-1%
COC(=O)C1=C(c2ccccc2)C[C@@H]2CC[C@H]1N2C(=O)NC(C)C,i,0.4%,5%,-15%,6%,-2%,2%,18,-1%
CCCCCn1c(NC(=O)c2ccco2)c(C(=O)OCC)c2nc3ccccc3nc21,i,?,16µM*,?,?,?,5.8µM*,-101*,20µM*
CC1([N+](=O)[O-])COP(=O)(Nc2cccc(F)c2)OC1 (centres undefined),i,0.4%,-23%,5%,-3%,0%,0%,22,-9%
CN1CCCCC1Cc1ccccc1 (centres undefined),i,0.3%,-1%,·,·,10%,·,3,?
CC1(C)CN=C(Nc2ccc(F)c(Cl)c2)S1,i,5.4%,-3%,3%,-10%,·,8%,3,0%
CCCCn1c(C)c(C(=O)OCC)c2c(CN3CCCC3)c(O)ccc21,i,3.1%,-30%,?,2%,?,21%,-79*,?
Cc1ccc(N2CCN(CCc3ccccc3)CC2)cc1,i,-1.0%,-26%,·,3%,-1%,-10%,-14,-3%
NCCc1ccc(OCc2ccccc2)c(OCc2ccccc2)c1,i,-2.2%,-113%,-10%,?,?,?,-82*,?
O=c1c2ccccc2nc(-c2ccco2)n1-c1ccccn1,i,-0.8%,-14%,·,-3%,-11%,-8%,6,-3%
O=C(NCc1ccc(Cl)cc1)C1CCCN(C(=O)c2cnn(-c3ccc(F)cc3)c2-n2cccc2)C1 (centres undefined),·,1.2%,-28%,?,-11%,·,·,·,0%
Cc1cc(O)c(CN2CCN(c3ccccc3)CC2)cc1C,i,2.2%,6%,·,-3%,-18%,-1%,-1,43%[activator]
COc1ccc(C2SCC(=O)Nc3c2c(=O)[nH]n3C2CCCCCC2)cc1 (centres undefined),i,2.3%,1%,0%,6%,20%,-9%,-2,-16%
CCOC(=O)C1=C(C)N(C)C2(C)CC1c1ccccc1O2 (centres undefined),i,-0.1%,-22%,15%,12%,-8%,26%,-4,?
COc1ccc(Cl)cc1C(=O)C1CCCN(Cc2cnc(C)s2)C1 (centres undefined),i,0.2%,-157%,?,?,-27%,18%,-2,0%
CC(C)(C)n1c(O)c(C=Nc2ccc3c(c2)CCC3)c(=O)[nH]c1=O,i,0.1%,-33%,6%,0%,7%,8%[9.22 µM],2,0%
NC(=O)OCCCc1ccccc1,i,-0.3%,2%,-8%,-6%,1%&2%,?,-7,15%
CCOP(=S)(OCC)Oc1cc(C)nc(C(C)C)n1,i,-0.5%,-31%,10%,-5%,7%&0%,0%&16%,1,-4%
N#Cc1c(/N=C/c2ccc(O)cc2O)sc2c1C1CCN2CC1,i,0.4%[9.22 µM],-2%,?,-2%,7%,-4%,0,-3%
Cc1cccc(OP(=O)(Oc2ccccc2)OC(c2ccccc2)C(F)(F)F)c1 (centres undefined),i,0.4%,0%,-4%,6%,3%,?,-1,-6%
N=C1/C(=C\c2ccc(OC(=O)c3ccccc3Cl)cc2)C(=O)N=C2SC(N3CCOCC3)=NN12,i,5.0%,-21%,?,-14%,·,12%,-11,-2%
O=S(=O)(c1ccccc1C(F)(F)F)N1CCN(c2ncnc3sccc23)CC1,i,2.7%,-43%,?,-4%,?,?,-62*,13µM*
Cc1sc2nc(COC(=O)Cc3ccccc3)[nH]c(=O)c2c1C,i,-0.7%,3%,-10%,-6%,12%,-183%[0.0737 µM],15,0%
O=C1NC(=O)N(CCC2=CCCCC2)C(=O)/C1=C/c1ccc(O)cc1,i,-0.9%,-9%,6%,6%,·,3%,13,-1%
O=C(Cc1ccccc1[N+](=O)[O-])N1CCN(Cc2ccc3c(c2)OCO3)CC1,i,6.5%,-28%,-4%,8%,-4%,11%,-26,0%
COc1ccc(Cc2c(O)[nH]c(=O)[nH]c2=O)c(OC)c1,i,-0.8%,1%,-12%,6%,-2%,1%,18,-12%
Cn1c(C(=O)N2CCC3(CC2)OCCO3)cc2c(=O)n(C)c3ccccc3c21,i,0.0%,-16%,-18%,2%,2%,-6%,-12,15%
COc1ccc(OC(=O)N(C)C[C@H]2OCc3cnnn3CCCC(=O)N([C@@H](C)CO)C[C@H]2C)cc1,i,-0.7%,-23%,·,·,4%,·,9,-2%
O=S1(=O)N(Cc2ccccc2)CCCN1Cc1cccc(Cl)c1,i,0.1%,-38%,·,5%,-5%,·,·,-27%
Cc1ccc(-n2c(O)c(/C=N/N3CCOCC3)c(=O)[nH]c2=S)cc1,i,-0.2%,20%,-3%,-1%,3%,3%,-6,-8%
COC(=O)C1=C(c2ccc(OC(F)(F)F)cc2)C[C@@H]2CC[C@H]1N2C(=O)N1CCC(C)CC1,28µM*,4.4%,3%,18µM*,-7%,?,-5%,0,6.3µM*
Clc1ccc(COn2ccnc2)cc1Cl,i,6.0%,-5%,?,-1%,-27%,0%,2,0%
CCc1ccccc1NC(=O)CNCc1ccccc1,i,-0.4%,3%,-4%,-2%,-6%,1%,-10,17%
Cc1ccc(CN2C(=O)NC(=O)C3(Cc4c(nc5ccccn5c4=O)N4CCCCCC43)C2=O)cc1 (centres undefined),i,0.0%,3%,?,?,10%,?,-4,-10%
CCN(CC)C(=O)c1ccc(NC(=O)CNC(C)c2cccc3ccccc23)cc1 (centres undefined),i,-0.5%,-11%,-21%,0%,-24%,16%,-14,-9%
Cn1c(O)c(C(=Nc2ccc(F)cc2)c2ccccc2)c(=O)n(C)c1=O,i,-0.3%,-9%,0%,3%,-10%,23%,3,0%
COc1cc2cc(C(=O)N3CC(COS(C)(=O)=O)c4ccc(O)cc43)[nH]c2c(OC)c1OC (centres undefined),0.34µM*,-2.3%,-92%,0.058µM*,?,0.3µM*,-7%,-99*,0.089µM*
CCCCc1ncc(CN2CCCC(C(=O)c3ccc(SC)cc3)C2)[nH]1 (centres undefined),i,0.3%,-16%,-2%,1%,-27%,-3%,9,-6%
COc1ccc2[nH]c(C)c(CCNCc3cccnc3)c2c1,i,-0.2%,-2%,3%,0%,-1%,1%,-5,16%
Cc1ccc2nsnc2c1NS(=O)(=O)c1c(C)ccc2nsnc12,i,3.9%,-1%,0%,·,-6%,0%,5,16%
O=C(c1c[nH]c2ccc(S(=O)(=O)N3CCOCC3)cc2c1=O)N1CCC2(CC1)OCCO2,i,0.1%,-15%,1%,0%,-10%,2%,9,-2%

# This is a subset; count on the stated rates, not on these rows.
